Screens (PubChem)
ROC1-CUL1 inh: blocks human RBX1-Cullin-1 di-ubiquitin formation; hit rate 0.6% among 140,000; inhibition, % at 10 µM; in vitro K48 di-Ub FRET, acceptor:donor ratio, 45 min; AID 1347404; P62877+Q13616; in the data active means inhibition above about 25%
Target sequence (P62877 whole entry, looked up): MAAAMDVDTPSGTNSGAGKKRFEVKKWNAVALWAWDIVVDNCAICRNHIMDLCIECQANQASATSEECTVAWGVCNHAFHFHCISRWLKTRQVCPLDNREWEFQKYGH
Target sequence (Q13616 whole entry, looked up): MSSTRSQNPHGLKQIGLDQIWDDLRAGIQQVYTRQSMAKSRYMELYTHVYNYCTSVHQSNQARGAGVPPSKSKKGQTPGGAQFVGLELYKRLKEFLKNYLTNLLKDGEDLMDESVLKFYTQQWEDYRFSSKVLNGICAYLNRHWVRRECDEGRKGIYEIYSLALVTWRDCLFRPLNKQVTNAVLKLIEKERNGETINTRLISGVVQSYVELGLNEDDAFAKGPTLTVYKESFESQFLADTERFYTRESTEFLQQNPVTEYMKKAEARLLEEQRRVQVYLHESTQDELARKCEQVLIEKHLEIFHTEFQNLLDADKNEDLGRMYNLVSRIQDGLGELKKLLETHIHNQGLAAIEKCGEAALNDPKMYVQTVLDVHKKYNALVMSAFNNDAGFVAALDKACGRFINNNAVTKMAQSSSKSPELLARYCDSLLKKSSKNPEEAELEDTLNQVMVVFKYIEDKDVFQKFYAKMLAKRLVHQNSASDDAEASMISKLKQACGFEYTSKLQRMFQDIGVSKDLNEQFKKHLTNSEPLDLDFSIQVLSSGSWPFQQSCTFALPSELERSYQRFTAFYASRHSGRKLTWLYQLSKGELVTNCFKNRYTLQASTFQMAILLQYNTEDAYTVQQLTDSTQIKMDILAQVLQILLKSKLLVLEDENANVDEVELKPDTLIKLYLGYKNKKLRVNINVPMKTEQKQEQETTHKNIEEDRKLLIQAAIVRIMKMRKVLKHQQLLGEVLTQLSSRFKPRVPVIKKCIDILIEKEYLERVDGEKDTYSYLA
Active calls of the source: *.

compound	ROC1-CUL1 inh
NS(=O)(=O)c1ccc(NC(=O)C(=O)Nc2ccc3nc4n(c(=O)c3c2)CCCCC4)cc1	-9
C=CCOc1ccc(C(=O)C2C(=O)C(=O)N(CCN(C)C)C2c2ccc(C(C)(C)C)cc2)c(C)c1 (stereo unspecified)	12
CN(C)C(Cl)=NC1=C(C#N)C(c2ccc(Cl)cc2)C(C#N)=C(N=C(Cl)N(C)C)S1 (stereo unspecified)	8
O=C(CSc1nnc(N2C(=O)c3ccccc3C2=O)s1)NC1CC1	2
Cc1ccc(-c2nc3c4cnn(-c5cc(Cl)ccc5Cl)c4ncn3n2)cc1	-4
Cc1ccc(Cl)cc1N1C(=O)CC(N2CCN(c3ccccc3)CC2)=NC1=O	-12
O=C1C2CSCN2C(=O)N1c1ccc(F)cc1 (stereo unspecified)	-7
Cc1cc(CN2CCc3[nH]nc(-c4cccc(C(F)(F)F)c4)c3C2)n(C)n1	3
CCCc1ccc(C(=O)N2c3ccc(C4(C)CC(C)(C)Nc5ccccc54)cc3C(C)=CC2(C)C)cc1 (stereo unspecified)	5
CCOc1cc(C2c3c(n[nH]c3-c3ccc4c(c3)OCO4)OC(=N)C2C#N)ccc1O (stereo unspecified)	-3
COc1ccc(OC)c(NC(=S)NC(C)=O)c1	0
CCCCn1c(CN(C)CCCN2CCCC2)cnc1S(=O)(=O)CC	8
COc1ccc(CC(=O)Nc2sc3c(c2C(=O)Nc2ccccc2)CCCCC3)cc1	2
O=C(CSCc1ccc(Br)cc1)N1CCOCC1	3
O=C(NC1CCCCC1)c1ccc(CN2CCCC2)cc1	3
Cc1nn(C(=O)c2cccnc2)c(C)c1Sc1ccc(Br)cc1	6

Part of the list above in order of count of non-hydrogen atoms, low to high.
compound	ROC1-CUL1 inh
O=C(CSCc1ccc(Br)cc1)N1CCOCC1	3
O=C(NC1CCCCC1)c1ccc(CN2CCCC2)cc1	3
Cc1nn(C(=O)c2cccnc2)c(C)c1Sc1ccc(Br)cc1	6

Carrying on:
compound	ROC1-CUL1 inh
O=C1C(=C2SCCS2)C(=O)c2ccccc21	-5
Cc1ccc(CNC(=O)c2cccc(NS(C)(=O)=O)c2C)cc1	4
CS(=O)(=O)c1ccc(Cl)c(S(N)(=O)=O)c1	6
CCn1c(=O)cc(OCC(=O)Nc2ccc(C)c(F)c2)c2ccccc21	3
CCOCCOC(=O)c1ccc(NS(=O)(=O)c2ccc(C)cc2)cc1	9
CCOC(=O)COc1cnn(-c2ccccc2)c(=O)c1Cl	3
COCCCNC(=O)COc1ccc2ccccc2c1	-8
CC(C)c1n[nH]c2c1CN(C1CCN(C(=O)c3cccs3)CC1)CC2	16
COCCN1C(=O)CC(CC(=O)N2CCC(Cc3ccccc3)CC2)(c2ccccc2Cl)C1=O (stereo unspecified)	-8
CCCOC(=O)c1c(NC(=O)c2cc3ccccc3c(=O)o2)sc2c1CCC(C)C2 (stereo unspecified)	-6
Cc1ccc(S(=O)(=O)CC(C)N2CCN(C3CCCCC3)CC2)cc1 (stereo unspecified)	3
O=C(NCC1CCS(=O)(=O)C1)Nc1nnc(CCc2ccccc2)s1 (stereo unspecified)	-5
COCCc1noc(-c2ccc(NC3CCCc4ccccc43)nc2)n1 (stereo unspecified)	2
CCC(Oc1cc(Cl)ccc1Cl)C(=O)NNC(=O)/C=C/C(=O)O (stereo unspecified)	-8
CC1=NN(c2ccc(C)cc2)C(=O)/C1=C\c1cccnc1	82*
Oc1ccc(CCN=Cc2ccccc2)cc1	7
FC(F)(F)COc1nc(OCC(F)(F)F)nc(N2CCOCC2)n1	1
CN(Cc1nc2ccccc2[nH]1)C(=O)c1cc(NC(=O)C2CCCO2)c2c(c1)nc(C1CCC1)n2C (stereo unspecified)	-4
CCOc1ccccc1NC(=O)Cn1c(=O)n(-c2ccc(F)cc2)c(=O)c2sc3ccccc3c21	5
CCc1ccc(OCC(=O)NCC(c2ccc(Cl)cc2)N2CCOCC2)cc1 (stereo unspecified)	1
CC(C)(C)n1ncc(Oc2ccc(Cl)cc2)c(Cl)c1=O	-5
O=C(Nc1cc(Cl)ccc1O)c1cc2nc(-c3ccc(Br)cc3)cc(C(F)(F)F)n2n1	11
CCN(Cc1ccccc1)Cc1c(O)ccc2c(=O)c(-c3ccc(Cl)cc3Cl)coc12	11
COc1ccc(-c2noc(/C=C/c3ccccc3Cl)n2)cc1OC	3
CCOC(=O)N1c2ccccc2N(C(=O)OCC)C1(C#N)CC	10
CC(C)c1ccc(C(C)NC(=O)c2cccnc2)cc1 (stereo unspecified)	1
Cc1cccc(CS(=O)(=O)N2CCC(C)CC2)c1	5
c1csc(-c2ccc3cc(-c4cccs4)ccc3c2)c1	1
CN1CCC(OC(=O)c2ccccc2)CC1	-8
CCOC(=O)c1ccc(NC(=O)c2oc3c(c2C)-c2nn(Cc4ccccc4Cl)cc2CC3)cc1	-5
Cc1ccc(NC(=O)Nc2ccccc2)c(C(=O)O)c1	0
Cc1ccn2c(=O)cc(COc3ccc(NC(=O)C(C)(C)C)cc3)nc2c1	0
COc1ccc2nc(N3CCC(NCC(C)C)CC3)nc(C)c2c1	2
C/C(=N\NC(=O)c1csc2c1CCCC2)c1ccc(-n2ccnc2)cc1	1
Cc1cccc(N2C(=O)C(=Nc3ccc(S(N)(=O)=O)cc3)C(Cl)C2=O)c1C (stereo unspecified)	2
N#Cc1c(NC(=O)c2nn3c(c2Cl)NC(c2ccc(Br)cc2)CC3C(F)(F)F)sc2c1CCCC2 (stereo unspecified)	-8
CCOCC(=O)N1CCC(C2CCN(Cc3cccc(F)c3F)CC2)C1 (stereo unspecified)	7
O=C(COC(=O)c1cccc(Nc2ccc([N+](=O)[O-])cc2[N+](=O)[O-])c1)c1cccc([N+](=O)[O-])c1	-7
CCCN(C(=O)c1cc2c(=O)oc3ccccc3c2s1)c1ccccc1C	-3
CN1N=C(C(=O)NCc2cccnc2N2CCOCC2)CCC1=O	14
CNC1c2ccccc2CCc2ccccc21	6
COc1cc(=O)n(C)c(SC)n1	5
Nc1ccc(-c2cccc(-c3ccn[nH]3)c2)c(F)c1	10
CC(=O)c1sc2nc(C)cc(=O)n2c1C	6
CCC1CN(Cc2ccc(OC)c(O)c2)Cc2cc(OC)ccc2O1 (stereo unspecified)	-3
C/C(=C\c1ccccc1)CNC1CCCc2nc(N3CCC(CO)CC3)ncc21 (stereo unspecified)	-7
Cc1ccccc1N1CCN(c2ccc(NC(=O)C3CCCCC3C(=O)O)cc2)CC1 (stereo unspecified)	6
CN(C)c1ccc(/C=N/N2C(=N)N(c3ccccc3)C(=S)C2=Nc2ccccc2)cc1	3
Cc1cccc(N2CCN(C(=O)c3ccc4ccccc4c3)CC2)c1C	4
O=C(Nc1ccc(Cl)cc1C(=O)NCCCCO)c1ccco1	13
COc1cccc(CCC2CCCN(Cc3ncc[nH]3)C2)c1 (stereo unspecified)	14
CCCCC1C(=O)C(C#N)=C(c2ccccc2)N(c2ccc(Cl)cc2Cl)C1=O (stereo unspecified)	1
CCn1nc(C)c2c(-c3ccccc3)cc(=O)n(C(C)C(=O)NCCc3ccc(Cl)cc3)c21 (stereo unspecified)	-6
COc1ccc(CNc2nc(-c3ccc(Cl)cc3)nn2C(=O)c2ccccc2)cc1	5
CC12CN3CCN(CC(C3)C1(O)CN1CCOCC1)C2 (stereo unspecified)	-3
Cc1ccc2[nH]c(C)c(CN(C)C)c(=O)c2c1	5

The list continues.
compound	ROC1-CUL1 inh
Cc1c(-c2nn3c(C(F)(F)F)nnc3s2)cnn1-c1ccccc1	0
CCOC(=O)c1ccc(-c2ccc(Cl)cc2)s1	3
CCCCN(CC)CCNC(=O)c1cn(C)c(=O)c2c1c1ccccc1n2C	-2
Cc1nc(C)c(C(=O)N2CCOc3ccc(CN4CCC(OCc5ccccc5)CC4)cc3C2)s1	-1
O=C1CCCN1CP(=O)(O)CCc1ccccc1	-6
CC(=O)C(N=Nc1ccc(C)cc1C)=C(O)C(F)(F)F	5
CCCc1[nH]nc2c1C(c1ccc(Br)s1)C(C#N)C(=N)O2 (stereo unspecified)	-4
CC(C)(C)OC(=O)N1CCC(c2nnc(SCc3cccc(Cl)c3)o2)CC1	-2

Already shown: entries from further up.
compound	ROC1-CUL1 inh
CN1N=C(C(=O)NCc2cccnc2N2CCOCC2)CCC1=O	14
CNC1c2ccccc2CCc2ccccc21	6
COc1cc(=O)n(C)c(SC)n1	5
Nc1ccc(-c2cccc(-c3ccn[nH]3)c2)c(F)c1	10
CC(=O)c1sc2nc(C)cc(=O)n2c1C	6
CCC1CN(Cc2ccc(OC)c(O)c2)Cc2cc(OC)ccc2O1 (stereo unspecified)	-3
C/C(=C\c1ccccc1)CNC1CCCc2nc(N3CCC(CO)CC3)ncc21 (stereo unspecified)	-7
Cc1ccccc1N1CCN(c2ccc(NC(=O)C3CCCCC3C(=O)O)cc2)CC1 (stereo unspecified)	6
CN(C)c1ccc(/C=N/N2C(=N)N(c3ccccc3)C(=S)C2=Nc2ccccc2)cc1	3
Cc1cccc(N2CCN(C(=O)c3ccc4ccccc4c3)CC2)c1C	4
O=C(Nc1ccc(Cl)cc1C(=O)NCCCCO)c1ccco1	13
COc1cccc(CCC2CCCN(Cc3ncc[nH]3)C2)c1 (stereo unspecified)	14
CCCCC1C(=O)C(C#N)=C(c2ccccc2)N(c2ccc(Cl)cc2Cl)C1=O (stereo unspecified)	1
CCn1nc(C)c2c(-c3ccccc3)cc(=O)n(C(C)C(=O)NCCc3ccc(Cl)cc3)c21 (stereo unspecified)	-6
COc1ccc(CNc2nc(-c3ccc(Cl)cc3)nn2C(=O)c2ccccc2)cc1	5
CC12CN3CCN(CC(C3)C1(O)CN1CCOCC1)C2 (stereo unspecified)	-3
Cc1ccc2[nH]c(C)c(CN(C)C)c(=O)c2c1	5
Cc1c(-c2nn3c(C(F)(F)F)nnc3s2)cnn1-c1ccccc1	0
CCOC(=O)c1ccc(-c2ccc(Cl)cc2)s1	3
CCCCN(CC)CCNC(=O)c1cn(C)c(=O)c2c1c1ccccc1n2C	-2
Cc1nc(C)c(C(=O)N2CCOc3ccc(CN4CCC(OCc5ccccc5)CC4)cc3C2)s1	-1
O=C1CCCN1CP(=O)(O)CCc1ccccc1	-6
CC(=O)C(N=Nc1ccc(C)cc1C)=C(O)C(F)(F)F	5
CCCc1[nH]nc2c1C(c1ccc(Br)s1)C(C#N)C(=N)O2 (stereo unspecified)	-4
CC(C)(C)OC(=O)N1CCC(c2nnc(SCc3cccc(Cl)c3)o2)CC1	-2

Next entries follow:
compound	ROC1-CUL1 inh
CCOc1ccc2nc(N)sc2c1	-3
Cc1ccc(Cl)cc1N1CCN(C(=O)c2ccc3c(c2)CCN3S(=O)(=O)c2ccccc2)CC1	2
Clc1ccccc1COc1ccc(CNc2ncn[nH]2)cc1	2
COc1ccccc1N(CC(=O)Nc1ccccc1C(F)(F)F)S(=O)(=O)c1ccccc1	-2
N#Cc1cc2c(nc1SCC(=O)Nc1ccccc1OC(F)(F)F)CCCC2	-2
CCN1C(=O)C(C=Nc2cc(Cl)ccc2Cl)C(=O)N(CC)C1=O	-6
CCn1c(CN2CCC(C)CC2)nc2cc(NC(=O)c3ccc([N+](=O)[O-])cc3)ccc21	-12
CCN(CC1CCN(CCc2ccccc2C)CC1)C(=O)c1ccc(COC)o1	13
COc1ccc(C(=O)Nc2ccc(N(C)C(C)=O)cc2)cc1	-1
CCOC(=O)c1ccc(-n2c(CCC(=O)O)ccc2-c2ccccc2)cc1	7
CCN(CC)c1ccc(NC(=O)Cn2nc3c(cc2=O)CCCC3)c(C)c1	-4
Cc1[nH][nH]c(=O)c1C(c1cccc(OCc2ccc(Cl)c(Cl)c2)c1)c1c(C)[nH][nH]c1=O	0
CN1c2ccc3ccccc3c2C(C)(C)C12C=Cc1cc([N+](=O)[O-])ccc1O2 (stereo unspecified)	6
NC(=O)c1c(NC(=O)/C=C/c2ccc3c(c2)OCO3)sc2c1CCCCC2	3
CCCCSc1nc(-c2cccc(OC)c2)nc2c1Cc1c(CO)cnc(C)c1O2	-10
Cc1cc2nc(C3CC3)cc(C(F)(F)F)n2n1	-1
Cc1ccc2c(Cl)c(C)c(-n3nc(C)cc3C)nc2n1	-7
CCCC1=NN2C(=N)/C(=C/c3ccc(OS(=O)(=O)c4ccccc4)c(OC)c3)C(=O)N=C2S1	13
S=c1[nH]cnc2sc(-c3ccccc3)cc12	3
O=C(O)CCC/C(=N\O)c1cccnc1	-4
Cc1ccc([N+](=O)[O-])cc1NC(=O)CSc1nnc(-c2ccccc2Br)o1	-3
Cc1cccc(N2CCN(CCNC(=O)Nc3ccc(Cl)cc3)CC2)c1C	-1
CCOC(=O)c1c(C)[nH]c(C)c1S(=O)(=O)N(C)CC(=O)N1CCN(c2cccc(Cl)c2)CC1	7
C/C(=N/NC(=O)c1cc(O)cc(O)c1)c1ccco1	1

The list is partial; the hit share may differ from the screen's.
